# Assay outcomes deposited in PubChem by several laboratories.
# BCLXL inh – Bcl-xL (human) inhibition. Q07817. GST-Bcl-xL / FITC-Bim BH3 peptide fluorescence polarization. inhibition, % at 10.9 µM. 320,000 tested, 0.7% active. AID 2129;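 active means inhibition above the mean of all tested compounds plus 3 SD, cutoff set per campaign, cut at about 30% in these data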;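 further: 0% = DMSO wells and 100% = unlabeled Bim-BH3 peptide competitor; inhibitors lower millipolarization by displacing the labeled peptide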
# Target sequence (Q07817 whole entry, looked up): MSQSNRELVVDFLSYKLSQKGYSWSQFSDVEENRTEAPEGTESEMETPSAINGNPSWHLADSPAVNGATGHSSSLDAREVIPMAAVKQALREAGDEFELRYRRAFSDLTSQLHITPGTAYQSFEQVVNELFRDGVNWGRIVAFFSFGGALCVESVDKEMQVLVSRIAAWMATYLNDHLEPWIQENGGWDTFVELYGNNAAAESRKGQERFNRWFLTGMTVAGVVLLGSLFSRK
# Fam108B counter – counter-screen for RBBP9 inhibitors: inhibitors of mouse Fam108B | recombinant Fam108B, FP-Rh probe fluorescence polarization | inhibition, % at 9.51 µM | 300,000 tested, 0.33% active;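 active means inhibition above the screen mean inhibition plus 3 SD, computed separately per campaign, cut at about 18% in these data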;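 further: inhibitors lower polarization as less probe binds the enzyme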
# MCL1 BIM primary – inhibitors of human MCL1 binding to BIM-BH3 peptide. inhibition, % at 10.9 µM. 320,000 tested, 0.68% active. AID 2057. GST-MCL1 / FITC-Bim-BH3 fluorescence polarization. Q07820;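 active means inhibition above the mean inhibition of all tested compounds plus 3 SD, set per campaign, cut at about 40% in these data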;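 further: 0% = DMSO wells and 100% = unlabeled Bim-BH3 peptide control; higher means more loss of mP so more displacement of Bim peptide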
# PME-1 inh – PME-1 (human) inhibition. Q9Y570. recombinant PME-1, FP-Rh probe fluorescence polarization. inhibition, % at 5.9 µM. 320,000 tested, 0.53% active. AID 2130;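 active means inhibition above the campaign mean of all compounds plus 3 SD, cut at about 26% in these data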;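 further: competitive labeling of PME-1 active site by serine hydrolase directed probe; 0% = PME-1 with DMSO and 100% = wells lacking PME-1 enzyme; inhibitors block probe labeling so polarization falls and inhibition rises; many of its hits are not listed in these tables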
# Target sequence (Q9Y570 whole entry, looked up): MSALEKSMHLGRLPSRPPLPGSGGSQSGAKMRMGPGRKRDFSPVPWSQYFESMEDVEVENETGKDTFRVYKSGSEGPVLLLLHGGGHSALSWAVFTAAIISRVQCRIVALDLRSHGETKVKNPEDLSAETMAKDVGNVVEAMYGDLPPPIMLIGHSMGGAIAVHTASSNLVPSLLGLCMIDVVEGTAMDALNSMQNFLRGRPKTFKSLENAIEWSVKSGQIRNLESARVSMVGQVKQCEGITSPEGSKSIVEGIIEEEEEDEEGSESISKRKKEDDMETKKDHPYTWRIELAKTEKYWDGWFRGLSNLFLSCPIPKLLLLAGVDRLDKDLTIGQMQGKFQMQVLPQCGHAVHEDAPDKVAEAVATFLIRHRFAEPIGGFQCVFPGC
# TPT1 inhibitor – inhibitors of Candida albicans tRNA 2'-phosphotransferase TPT1. AID 1962. inhibition, % at 5 µM. recombinant caTPT1, FP RNA substrate dephosphorylation. 300,000 tested, 0.81% active;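 active means inhibition above the mean of all tested compounds plus 3 SD, set per screening campaign, cut at about 24% in these data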;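 further: plate controls were DMSO alone for no effect and ferristatin control at 100 nM for full effect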
# PAD4 inh – inhibitors of human PAD4. Q9UM07. recombinant PAD4, RCA probe fluorescence polarization. inhibition, % at 6.36 µM. 330,000 tested, 0.41% active;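 active means percent inhibition above a cutoff equal to the mean of all tested compounds plus 3 SD, cut at about 15% in these data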;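 further: 0% = PAD4 with RCA probe and DMSO and 100% = probe without PAD4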
# GLD-1 TGE inh – GLD-1-TGE RNA interaction inhibition (C. elegans) | 320,000 tested, 0.44% active | Q17339 | purified GLD-1 + fluorescein TGE RNA, fluorescence polarization | inhibition, % at 5.96 µM;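 active means percent inhibition above a per-plate cutoff, the plate mean of test compounds plus 3 SD, cut at about 30% in these data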;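 further: 0% = DMSO wells with GLD-1 and probe and 100% = wells lacking GLD-1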
# MEX-5 binding – C. elegans MEX-5 TCR-2 RNA binding activity; MEX-5/FITC-TCR2 RNA binding, fluorescence polarization; active compounds read low; activity score (negative = inhibition of binding), % at 10 µM; 300,000 tested, 0.38% active; AID 1832;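 active means inhibition past about -25% in most replicates, and total fluorescence under double the plate's negative control median, limit read from the data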;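 further: 0% = DMSO and -100% = 5 µM competing unlabeled TCR2 RNA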
# Target sequence (Q9XUB2 whole entry, looked up): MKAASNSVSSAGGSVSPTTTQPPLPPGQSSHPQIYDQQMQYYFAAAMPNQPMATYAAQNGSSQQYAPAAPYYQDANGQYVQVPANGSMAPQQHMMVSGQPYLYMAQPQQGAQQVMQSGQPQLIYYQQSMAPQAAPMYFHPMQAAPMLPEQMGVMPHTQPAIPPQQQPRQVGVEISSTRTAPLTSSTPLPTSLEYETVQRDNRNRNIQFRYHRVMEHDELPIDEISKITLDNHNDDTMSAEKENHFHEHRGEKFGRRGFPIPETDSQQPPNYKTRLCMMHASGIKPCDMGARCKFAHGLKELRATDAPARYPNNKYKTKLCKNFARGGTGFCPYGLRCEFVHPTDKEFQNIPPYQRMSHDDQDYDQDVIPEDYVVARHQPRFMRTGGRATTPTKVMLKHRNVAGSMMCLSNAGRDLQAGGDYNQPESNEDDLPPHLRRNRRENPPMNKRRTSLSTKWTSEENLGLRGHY
# GSTO1 counter – GSTO1 inhibition, counter-screen for RBBP9 inhibitors | P78417 | 300,000 tested, 1.1% active | AID 1974 | inhibition, % at 5.96 µM | recombinant GSTO1, activity-based probe fluorescence polarization;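 active means inhibition above the campaign mean inhibition plus 3 SD, cut at about 35% in these data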;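 further: 0% = GSTO1-1 with DMSO and 100% = wells lacking GSTO1-1 enzyme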
# Active calls of the source: *; nt = not tested or not shown.
# Preview:
SMILES,BCLXL inh,Fam108B counter,MCL1 BIM primary,PME-1 inh,TPT1 inhibitor,PAD4 inh,GLD-1 TGE inh,MEX-5 binding,GSTO1 counter
CCOC(=O)N/N=C/c1ccc(N(CC)CC)cc1O,-6,1,-4,2,-1,0,-10,-4.9,14
O=C(COc1ccc(/C=N/NC(=O)c2ccc(O)cc2)cc1)Nc1cccc([N+](=O)[O-])c1,-6,-51,3,-82,0,-7,2,3.1,-29
COc1ccccc1NC(=O)c1ccc(Cl)c(S(=O)(=O)N2CCCCC2)c1,4,2,7,2,0,-3,-6,-1.7,-1
Cc1cccc(Cn2c(SCCO)nc3c2c(=O)n(C)c(=O)n3C)c1,-3,0,-4,-4,2,-6,0,0.9,1
Cc1ccc(S(=O)(=O)N2CCN(C(=O)c3ccccn3)CC2)c(C)c1,1,-2,0,-1,1,0,3,0.5,5

# The list itself, previewed entries included:
SMILES,BCLXL inh,Fam108B counter,MCL1 BIM primary,PME-1 inh,TPT1 inhibitor,PAD4 inh,GLD-1 TGE inh,MEX-5 binding,GSTO1 counter
CCOC(=O)N/N=C/c1ccc(N(CC)CC)cc1O,-6,1,-4,2,-1,0,-10,-4.9,14
O=C(COc1ccc(/C=N/NC(=O)c2ccc(O)cc2)cc1)Nc1cccc([N+](=O)[O-])c1,-6,-51,3,-82,0,-7,2,3.1,-29
COc1ccccc1NC(=O)c1ccc(Cl)c(S(=O)(=O)N2CCCCC2)c1,4,2,7,2,0,-3,-6,-1.7,-1
Cc1cccc(Cn2c(SCCO)nc3c2c(=O)n(C)c(=O)n3C)c1,-3,0,-4,-4,2,-6,0,0.9,1
Cc1ccc(S(=O)(=O)N2CCN(C(=O)c3ccccn3)CC2)c(C)c1,1,-2,0,-1,1,0,3,0.5,5
COc1ccccc1-c1noc2ncnc(Nc3ccccc3C)c12,-1,3,2,8,0,0,-5,0.8,6
O=C(c1ccc(O)cc1)c1ccc(O)cc1O,6,-4,12,-1,-2,3,3,-7.0,7
CCN1CCN(S(=O)(=O)c2c[nH]c(C(=O)OC)c2)CC1,-1,8,-5,-6,-4,3,-3,1.4,7
CCN(CC1CCCN(CCc2cccc(OC)c2)C1)C(=O)c1ccoc1 (stereo not drawn),5,-2,12,6,0,-8,5,0.2,1
CCOC(=O)C1=C(O)C(=O)NC(c2ccccc2)=C(OC2CCCCC2)C1,1,3,4,-5,-1,-10,2,-0.9,14
Cn1c(N)c(C(=O)COC(=O)c2ccc([N+](=O)[O-])o2)c(=O)n(C)c1=O,0,1,4,-3,-3,-12,7,4.1,23
CSc1cccc(NC(=S)Nc2ccc(F)cc2)c1,3,-5,9,1,-3,5,1,1.8,-6
COc1cccc(-n2cnc3sc(C)cc3c2=O)c1,-1,-3,-6,-5,-1,2,9,-3.2,5
Cc1cc(OCC(=O)Nc2cc(S(=O)(=O)N3CCOCC3)ccc2N2CCCC2)ccc1C(C)C,-2,0,0,-1,-7,-1,12,0.8,8
COc1ccc(O)c(-c2cc(C(F)(F)C(F)F)nc(-c3ccccc3)n2)c1,1,3,5,-2,-4,0,-1,1.2,-5
COc1ccc(-c2cc(C(=O)Nc3c(C)nn(Cc4ccccc4Cl)c3C)no2)cc1OC,6,-5,-3,-9,1,0,2,nt,-3
Cc1csc(C(=O)O)c1-n1cccc1,8,-6,9,-3,-1,-4,6,0.6,0
O=C(c1ccc(Cl)cc1)N1CCN(C(=O)c2ccco2)CC1,3,-2,-6,-2,-3,-4,5,nt,7
COc1ccc(-c2c[n+]3c(n2-c2c(C)n(C)n(-c4ccccc4)c2=O)CCCCC3)cc1,2,4,-1,2,5,-1,5,0.7,4
Cc1onc(-c2ccccc2Cl)c1C(=O)Nc1ccccc1C(N)=O,2,0,7,5,0,-2,-2,1.8,1

# Pulled one by one from the list above:
SMILES,BCLXL inh,Fam108B counter,MCL1 BIM primary,PME-1 inh,TPT1 inhibitor,PAD4 inh,GLD-1 TGE inh,MEX-5 binding,GSTO1 counter
Cc1cc(OCC(=O)Nc2cc(S(=O)(=O)N3CCOCC3)ccc2N2CCCC2)ccc1C(C)C,-2,0,0,-1,-7,-1,12,0.8,8
COc1cccc(-n2cnc3sc(C)cc3c2=O)c1,-1,-3,-6,-5,-1,2,9,-3.2,5
CCOC(=O)N/N=C/c1ccc(N(CC)CC)cc1O,-6,1,-4,2,-1,0,-10,-4.9,14

# Compound profiles (already shown):
# `CCOC(=O)N/N=C/c1ccc(N(CC)CC)cc1O` across the screens: BCLXL inh = -6; Fam108B counter = 1; MCL1 BIM primary = -4; PME-1 inh = 2; TPT1 inhibitor = -1; PAD4 inh = 0; GLD-1 TGE inh = -10; MEX-5 binding = -4.9; GSTO1 counter = 14
# `Cc1cc(OCC(=O)Nc2cc(S(=O)(=O)N3CCOCC3)ccc2N2CCCC2)ccc1C(C)C` across the screens: BCLXL inh = -2; Fam108B counter = 0; MCL1 BIM primary = 0; PME-1 inh = -1; TPT1 inhibitor = -7; PAD4 inh = -1; GLD-1 TGE inh = 12; MEX-5 binding = 0.8; GSTO1 counter = 8
# `Cc1cccc(Cn2c(SCCO)nc3c2c(=O)n(C)c(=O)n3C)c1` across the screens: BCLXL inh = -3; Fam108B counter = 0; MCL1 BIM primary = -4; PME-1 inh = -4; TPT1 inhibitor = 2; PAD4 inh = -6; GLD-1 TGE inh = 0; MEX-5 binding = 0.9; GSTO1 counter = 1

# Next section.
SMILES,BCLXL inh,Fam108B counter,MCL1 BIM primary,PME-1 inh,TPT1 inhibitor,PAD4 inh,GLD-1 TGE inh,MEX-5 binding,GSTO1 counter
Cc1ccc(-c2nn(-c3ccccc3)cc2C(=O)N2CCOCC2)cc1C,5,-1,-2,-1,-3,1,-5,-3.6,-2
NC(=O)C1CCCN(C(=S)Nc2cccc3ccccc23)C1 (stereo not drawn),3,2,12,3,-3,-6,-6,-0.5,-1
COc1cc(CCCN2C(=S)NC[C@@H]2c2ccccc2)cc(OC)c1OC,-1,1,9,1,0,-2,2,-0.7,-2
CCc1nnc(NS(=O)(=O)c2ccc(N=Cc3c(C)[nH]n(-c4ccc(C)c(C)c4)c3=O)cc2)s1,12,9,10,6,0,-15,10,1.6,20
CCN(CC)S(=O)(=O)c1ccc(N2CCCC2)c(NS(=O)(=O)c2cccs2)c1,9,4,7,12,-2,5,19,-2.8,8
COc1ccc(C)cc1NC(=O)CSc1ccc(-c2cccnc2)nn1,0,-2,3,1,-2,-1,3,-0.7,25
CCCn1c(N)c(Sc2ccccc2[N+](=O)[O-])c(=O)n(CCC)c1=O,12,11,5,-3,-3,1,3,0.4,11
CNC(=S)N1CCN(c2cccc(OC)c2)CC1,8,4,6,-8,-3,-1,-2,0.2,13
CC(NC(=O)Cc1ccc(S(=O)(=O)N2CCOCC2)s1)c1ccc(Cl)c(Cl)c1 (stereo not drawn),-2,-2,-1,5,-3,-3,0,-5.0,0
CC(NC(=O)c1ccc(C#N)cc1)C1CC2CCC1C2 (stereo not drawn),-3,-1,-11,-2,0,0,-3,0.1,-1
C(#Cc1ccccc1)Cn1nnc2ccccc21,-1,-1,7,4,2,-2,-8,-1.0,-3
COc1ccc(Cc2nc3c4c(ncn3n2)Oc2c(ccc3ccccc23)C4c2ccc(OC)c(OC)c2)cc1 (stereo not drawn),2,-8,-1,-4,1,6,4,0.3,2
Cc1ccc(/C=C/C(=O)O)cc1S(=O)(=O)N(C)CCO,0,-2,-4,-7,-2,0,-4,1.0,0
N#CCC(=O)Nc1ccc(C(=O)OCC(=O)Nc2ccccc2Sc2ccccc2)cc1,-5,6,-15,34*,2,-2,-24,-5.8,-35
O=C(O)CSC(C(=O)Nc1ccc(Br)cc1)c1ccccc1 (stereo not drawn),8,2,15,1,0,-4,-10,0.0,4
COC(=O)c1cn(C(=O)c2ccc(C)cc2C)c2ccccc12,5,-6,6,0,-6,0,2,0.4,-10
CCCCN(C)Cc1c(C)[nH]c2ccc(Cl)cc2c1=O,3,2,2,-6,-2,1,-1,2.1,3
Cc1ccc(-c2c[n+](CC(=O)Nc3nc(-c4ccccc4)cs3)c3n2CCC3)cc1,7,-2,4,2,-1,0,-5,-2.3,0
C/C(=N\OCc1nc2ccccc2c(=O)n1/N=C/c1cc(C)cc([N+](=O)[O-])c1O)c1ccccc1,15,24*,16,-5,-3,2,7,1.7,32
COc1ccc(NC(=O)C2=CC(c3ccc(OC)cc3)=NS(=O)(=O)N2C)cc1,2,2,-1,-3,-5,-2,3,-0.7,0
Cc1cc(NC(=O)CSc2nc3ccccc3c(=O)n2C2CCCC2)no1,0,1,-3,27*,2,2,1,0.6,13
Cn1c(Cn2c(=O)sc3ccccc32)nnc1SCC(=O)NCCc1ccccc1,4,-2,1,-9,-1,0,-2,0.6,0
COc1ccc(-c2cc(=O)oc3c(C)c(OC(=O)c4cccs4)ccc23)cc1,-1,4,5,-3,1,-1,-9,3.3,10
CCCCCC(=O)Nc1ccc(N2CCOCC2)c(S(=O)(=O)Nc2ccc(OC)cc2)c1,-8,-5,-13,-6,1,1,3,-3.5,-4
Cc1ccc(NS(=O)(=O)c2ccc(NC(=O)c3ccccc3C(=O)O)cc2)c(C)c1,4,0,2,1,1,2,3,nt,4
Cc1ccccc1NC(=O)CSc1nnc(C)c(=O)[nH]1,0,2,5,0,1,4,-3,-1.0,-3
Cc1cc(NC(=O)c2cc(-c3cccs3)on2)nn1Cc1ccc(Cl)cc1,-5,-4,-5,-10,-1,-1,9,-1.4,1
COc1ccc(/C=C2\Sc3ccc(C(=O)N4CCOCC4)cc3N(C)C2=O)cc1,6,2,0,-2,-3,0,-6,-0.8,-10
CC1=NNC(=O)C1C(c1ccc(Cl)cc1)C(C#N)C#N (stereo not drawn),3,-1,6,3,3,-5,7,-0.2,-1
CC(C)(C)c1cc(C(=O)NN)n(Cc2ccc(F)cc2)n1,6,2,6,-4,-2,1,14,0.5,20
CC(=O)c1c(C)[nH]c(C(=O)Nc2cccc(S(=O)(=O)N3CCOCC3)c2)c1C,6,-4,-2,-1,1,-3,2,-1.2,-3
Cc1noc(NS(=O)(=O)c2ccc(NC(=O)COc3ccc(Cl)cc3Cl)cc2)c1C,6,-2,-1,1,-1,-3,-3,-2.9,0
Cc1nc2nc[nH]n2c(=O)c1CC(=O)O,5,3,8,-4,-1,4,3,-1.5,-5
CC(C)CNS(=O)(=O)c1ccc(S(=O)(=O)N2CCC(N3CCCCC3)CC2)cc1,1,3,5,7,-2,-3,2,-2.3,2
CCOC(=O)c1csc(NC(=O)c2ccccc2)n1,2,-2,7,-8,6,-7,-3,-0.1,8
CCn1c(COc2ccccc2)nnc1SCC(=O)c1cccc([N+](=O)[O-])c1,-4,9,-8,8,-1,2,3,1.7,21
Cc1ccc(CSCC2Nc3ccc(C(=O)N4CCN(c5cccc(C)c5)C(C)C4)cc3NC2=O)cc1 (stereo not drawn),-48,-4,-78,1,110*,-23,-73,1.8,-27
O=C(O)/C=C/C(=O)N(Cc1ccc2c(c1)OCO2)C1CC(=O)N(CCc2ccccc2)C1=O (stereo not drawn),4,1,-1,3,-5,1,-2,5.3,5
O=C1/C(=C/c2ccc(F)cc2)SC(=S)N1Nc1ncc(C(F)(F)F)cc1Cl,-1,-1,3,3,-3,-2,2,2.3,5
C/C(=N\NC(=O)C1CC1)c1ccccc1O,-2,-1,7,-1,1,-4,-7,2.4,6

# A portion of the library (hit frequency here may not be typical).
